Screens from PubChem.
NOD2-RIPK2 inh: NOD2-RIPK2 binding disruptors in cells, primary screen, fluorescence, CHO cells, BLA complementation; 0.38% of 360,000 active; CCF4 ratio; inhibition, % at 4.98 µM; in the data active = inhibition above about 21%;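 also: 0% = vehicle only and 100% = reference blocker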
Target sequence (O43353 whole entry, looked up): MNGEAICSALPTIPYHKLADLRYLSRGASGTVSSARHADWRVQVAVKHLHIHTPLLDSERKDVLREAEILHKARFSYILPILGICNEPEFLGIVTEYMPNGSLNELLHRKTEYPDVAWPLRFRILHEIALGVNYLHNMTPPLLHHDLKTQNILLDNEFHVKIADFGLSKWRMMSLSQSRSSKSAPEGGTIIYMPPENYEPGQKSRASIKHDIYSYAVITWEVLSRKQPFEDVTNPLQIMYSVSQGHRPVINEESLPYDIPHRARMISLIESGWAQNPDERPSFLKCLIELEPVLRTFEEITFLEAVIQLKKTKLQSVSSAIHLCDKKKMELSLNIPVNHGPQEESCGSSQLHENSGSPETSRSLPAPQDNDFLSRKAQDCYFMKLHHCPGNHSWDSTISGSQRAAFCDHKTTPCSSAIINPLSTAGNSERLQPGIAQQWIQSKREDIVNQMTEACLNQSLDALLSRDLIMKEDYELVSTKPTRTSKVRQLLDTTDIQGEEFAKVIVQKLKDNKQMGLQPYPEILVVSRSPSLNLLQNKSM
SRC2 inh: inhibition of GAL4-SRC2 driven luciferase reporter, primary screen, SRC2 inhibitor project, cell-based, luminescence. 0.17% of 370,000 active. HEK293 GAL4-SRC2 luciferase reporter. inhibition, % at 9 µM;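 active = inhibition above the mean inhibition of all tested compounds plus 3 SD, set per campaign, cut at about 52% in these data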;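 also: 0% = DMSO treated cells and 100% = cells given Gossypol at 36 µM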
H9c2 protect: cardioprotection against H2O2-induced cell death, primary screen, uHTS, H9c2 cells, ATPLite luminescence; protection from H2O2 cell death, % at 20 µM; 0.63% of 360,000 active; H9c2 cardiomyocytes, H2O2 injury protection, 2 h;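 active = compounds giving at least 50% protection of heart cells from peroxide-induced death in the single-dose screen, raw or plate-pattern-corrected value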;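 also: 0% = DMSO wells with peroxide and 100% = DMSO wells without peroxide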
TLR9-MyD88 block: inhibitors of TLR9-MyD88 association in cells, primary screen, cell-based, CHO, BLA complementation, fluorescence; Toll-like receptor 9 (Homo sapiens) + Myeloid differentiation primary response protein …; 0.21% of 340,000 active; AID 504734, 2011; CCF4 FRET ratio; inhibition, % at 4.98 µM;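 active = inhibition above the mean over all tested compounds plus 3 SD, cut at about 21% in these data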;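 also: 0% = DMSO only wells and 100% = clavulanate BLA inhibitor control wells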
ABHD5 PLIN5 PPI: ABHD5-PLIN5 interaction inhibitors, primary screen, cell lysate, split luciferase complementation, luminescence; AID 602281, 2012; inhibition, % at 4 µM; 0.78% of 360,000 active; Split G. princeps luciferase complementation, 4 h;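 active = inhibition above the mean inhibition across every tested compound plus 3 SD, cut at about 22% in these data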;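 also: 0% = DMSO only wells and the 100% control is not disclosed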
ABCB6 inh MLPCN: ABCB6 transporter inhibitors, primary screen, K562-ABCB6 cells, flow cytometry, MLPCN library; 0.19% of 360,000 active; fluorescence ratio to DMSO, % at 10 µM; ATP-binding cassette sub-family B member 6 (Homo sapiens), Q9NP58; K562-ABCB6 porphyrin accumulation, 1 h; active compounds read low;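 active = fluorescence ratio to DMSO below 75%, the collection mean minus 3 SD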;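 also: signal is porphyrin accumulated inside mitochondria; 100% equals median channel fluorescence of DMSO control wells; lower ratio means ABCB6 inhibition with less porphyrin fluorescence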
m5-HT2A agonist: mouse Htr2a agonists via beta-arrestin recruitment, primary screen, cell-based, luminescence; activation, % at 7.6 µM; 5-hydroxytryptamine receptor 2A (Mus musculus), P35363; CHO-K1 mHTR2A beta-arrestin complementation; percent of 30 µM serotonin response; 0.66% of 360,000 active;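 active = activation above a run cutoff, the mean activation of all tested compounds plus 3 SD, cut at about 14% in these data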;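 also: 0% = plate median of compound wells and 100% = 30 µM serotonin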
Target sequence (P35363 whole entry, looked up): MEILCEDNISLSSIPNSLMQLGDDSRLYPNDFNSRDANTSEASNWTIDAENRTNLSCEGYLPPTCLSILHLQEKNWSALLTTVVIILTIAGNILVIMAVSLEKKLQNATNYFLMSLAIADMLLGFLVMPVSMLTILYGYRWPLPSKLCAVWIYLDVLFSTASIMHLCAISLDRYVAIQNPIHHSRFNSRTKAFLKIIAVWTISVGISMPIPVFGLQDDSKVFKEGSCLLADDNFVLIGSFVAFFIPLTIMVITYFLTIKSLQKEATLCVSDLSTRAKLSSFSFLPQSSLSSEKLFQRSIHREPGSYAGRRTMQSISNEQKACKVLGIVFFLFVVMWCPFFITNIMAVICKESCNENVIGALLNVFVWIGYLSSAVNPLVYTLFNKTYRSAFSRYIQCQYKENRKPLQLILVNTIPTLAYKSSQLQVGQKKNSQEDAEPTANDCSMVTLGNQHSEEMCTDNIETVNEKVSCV
N-glyco inh: increase of ERlucT glycosylation luciferase signal, primary screen, N-linked glycosylation inhibitor project, D54 ERlucT cells, luminescence, set 2; D54 ERlucT glycosylation luciferase reporter, 24 h; percent of 100 nM tunicamycin response; reporter increase, % at 12.5 µM; 0.23% of 360,000 active; AID 588692, 2011;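 active = mean luciferase reporter signal, scaled so untreated is 0 and the glycosylation-blocking control 100, at or above a set limit in every replicate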;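 also: luciferase carries N-glycosylation sites so blocking glycosylation raises the light; 0% = median of neutral control wells and 100% = median of 100 nM tunicamycin wells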
MC4R antag cAMP: MC4R antagonists of cAMP signaling, primary screen, cell-based, TR-FRET, antagonist arm of biased-ligand search | MC4R-expressing cells, MTII-stimulated cAMP, LANCE TR-FRET | AID 540295, 2011 | 0.48% of 360,000 active | inhibition, % at 6.5 µM | Melanocortin receptor 4 (Homo sapiens), P32245;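 active = inhibition above its plate's cutoff, the mean of tested wells on that plate plus 3 SD, cut at about 29% in these data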;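 also: 0% = Melanotan II alone and 100% = Melanotan II plus saturating MCL0020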
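System: U2OS-MC4R stable cell line; Technique: Eu-cAMP/anti-cAMP TR-FRET, emission 671 nm; Repeats: single well per compound; Also added: Melanotan II; Dosing: one concentration, 6.5 µM nominal; Schedule: 30-min compound, 1-h challenge, 1-h detection, room temperature.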
MC4R barr agon: MC4R agonists recruiting beta-arrestin, primary screen, cell-based, luminescence, agonist arm of biased-ligand search. U2OS MC4R beta-arrestin complementation; percent of melanotan II response, DMSO zero. activation, % at 8.9 µM. 0.98% of 360,000 active. AID 540308, 2011. Melanocortin receptor 4 (Homo sapiens), P32245;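 active = activation above a per-plate cutoff, the mean activation of sample wells on that plate plus 3 SD, cut at about 8% in these data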
An asterisk follows results filed as active; / = not tested or not shown. Only part of the results is shown; count on the stated rates, not on these rows.

Start of the listing, in advance (two entries):
no.	smiles	m5-HT2A agonist	TLR9-MyD88 block	NOD2-RIPK2 inh	SRC2 inh	MC4R barr agon	MC4R antag cAMP	ABCB6 inh MLPCN	H9c2 protect	ABHD5 PLIN5 PPI	N-glyco inh
1	Nc1ccc2c(c1)OC1(CCCCC1)O2	-0.9	4.2	-5.6	23.9	-1.9	-1.1	97.0	-5.0	-14.5	-1.9
2	COc1ccc(-c2cc(C(=O)N3CCN(C(c4ccccc4)c4ccccc4)CC3)no2)cc1	4.0	2.8	-0.4	/	-1.9	11.0	95.0	-6.5	1.0	-6.8

All compounds of this part (from the top)
no.	smiles	m5-HT2A agonist	TLR9-MyD88 block	NOD2-RIPK2 inh	SRC2 inh	MC4R barr agon	MC4R antag cAMP	ABCB6 inh MLPCN	H9c2 protect	ABHD5 PLIN5 PPI	N-glyco inh
1	Nc1ccc2c(c1)OC1(CCCCC1)O2	-0.9	4.2	-5.6	23.9	-1.9	-1.1	97.0	-5.0	-14.5	-1.9
2	COc1ccc(-c2cc(C(=O)N3CCN(C(c4ccccc4)c4ccccc4)CC3)no2)cc1	4.0	2.8	-0.4	/	-1.9	11.0	95.0	-6.5	1.0	-6.8
3	Fc1ccc(CNC(=S)NC2CCCCCC2)cc1	-5.2	-1.1	3.6	1.0	-1.2	-0.2	86.0	-5.9	-8.5	-2.0
4	COc1ccc(COc2cc(-c3cccc(OC)c3)nc3ccc(NC(=O)c4ccc(Cl)cc4)cc23)cc1	5.7	5.1	-8.5	-6.0	-0.7	0.6	96.0	21.5	-2.8	-3.4
5	CC(=O)c1cccc(S(=O)(=O)NCCC(=O)O)c1	0.6	-12.6	-3.4	-0.9	-3.9	10.2	102.0	-4.6	4.3	0.9
6	COc1cc(OC)cc(C(=O)c2c(C)c(C#N)c3ccccn23)c1	1.7	-4.5	-3.8	-2.7	-1.0	9.8	99.0	21.8	-1.9	24.6
7	CC1CCC(NC(=O)CN2CCC(n3nnc4cc(F)ccc43)CC2)CC1 (stereo not given)	-0.8	14.6	2.8	0.5	-1.2	-1.2	101.0	-2.3	-3.2	-2.2
8	COc1ccccc1C(=O)N/C(=C\c1cn(C)c2ccccc12)C(=O)NCCCn1ccnc1	5.3	4.8	1.6	-27.2	0.3	-8.0	100.0	13.6	5.3	5.1
9	CC1(C)CC(=O)C2=C(C1)Nc1ccccc1NC2c1cc(Cl)ccc1O (stereo not given)	-2.6	0.4	-1.5	10.4	-0.4	4.2	99.0	-5.2	-2.0	-1.1
10	COc1ccccc1NC(=O)Nc1nnc(C(C)c2ccccc2)s1 (stereo not given)	7.7	6.2	-3.8	-34.5	4.1	5.5	98.0	-6.4	-1.6	-1.5
11	O=C(NCc1ccccc1)c1ccc(Br)cc1	0.1	7.7	-5.6	4.7	1.1	5.5	89.0	-3.7	-6.5	0.9
12	Cc1cc(-c2onc(C)c2C(=O)O)no1	-2.9	-0.8	1.2	-30.5	-0.5	-0.4	101.0	6.4	-2.5	3.7
13	COc1ccc(C(=O)/C=C/Nc2ccc(C)cn2)cc1OC	0.5	4.8	-6.6	-42.0	-1.6	5.2	99.0	4.5	4.7	-5.9
14	CC(C)OC(=O)NC(Nc1ccccc1C(=O)O)(C(F)(F)F)C(F)(F)F	21.9*	-7.9	-3.4	0.0	-0.3	10.7	101.0	2.8	2.1	1.1
15	COc1ccc(Cl)cc1NC(=S)N(Cc1ccc(C(=O)O)cc1)Cc1ccc(OC)c(OC)c1	4.7	-23.8	-0.4	23.9	-1.2	11.5	101.0	-0.6	6.3	1.3
16	CCOC(=O)N1CCC(NC(=O)C2CCCN(S(=O)(=O)c3cccc4nsnc34)C2)CC1 (stereo not given)	-5.4	-1.7	-10.0	9.5	0.6	1.3	97.0	-5.8	-2.7	1.2
17	O=C(CCN1CCCCCC1)Nc1cccc(Cl)c1	-5.1	-13.9	-3.9	-0.8	-0.8	11.7	104.0	3.8	8.4	2.2
18	COCCN1C(=O)Cc2c1nc(N)c1c(N)nc(N3CCN(c4ccc(F)cc4)CC3)c(C#N)c21	-2.3	0.4	-1.0	0.4	-2.9	-9.7	91.0	11.5	10.2	-0.8
19	COC(=O)C(Cc1ccccc1)P(=O)(c1ccccc1)c1ccccc1 (stereo not given)	13.4	0.7	-2.8	10.6	-1.8	-1.3	95.0	10.5	1.4	0.0
20	COc1cccc(Cn2cnc3c(NS(=O)(=O)c4cccc(Cl)c4Cl)c(C)c(C)cc32)c1	-6.9	-1.4	1.5	-11.0	4.2	2.0	89.0	-7.3	1.2	-7.5
21	Cc1cccc(OCC(O)Cn2c(=N)n(Cc3ccccc3)c3ccccc32)c1 (stereo not given)	-3.3	-10.7	0.1	-25.7	-1.1	10.1	100.0	-14.8	0.4	-4.3
22	Cc1cc(NS(=O)(=O)c2ccc(NS(=O)(=O)c3ccc(CC(C)C)cc3)cc2)nc(C)n1	-2.1	-5.4	5.5	17.6	0.2	18.6	88.0	4.6	-1.1	-0.4
23	O=C(COc1ccc(C(=S)N2CCC(Cc3ccccc3)CC2)cc1)N1CCOCC1	-4.8	4.1	6.1	-3.6	-1.7	5.0	94.0	-10.2	-3.5	-1.6
24	CCCCNC(=O)C(NC(=O)c1ccc(=O)[nH]c1)C(=O)c1ccccc1 (stereo not given)	-2.8	/	7.0	-7.2	/	/	103.0	2.5	2.4	2.1
25	O=C(C1CC(c2ccccc2O)=NO1)N1CCc2ccccc2C1 (stereo not given)	1.1	5.7	5.8	-31.6	-3.1	14.8	103.0	0.6	-5.1	0.1
26	O=[N+]([O-])c1ccccc1S(=O)(=O)Nc1cccnc1	-3.4	-9.2	11.4	16.0	-1.5	4.8	102.0	-3.5	-5.3	2.6
27	Cc1ccc(O)c(NC(=O)CSc2ccc(Cl)cc2)c1	1.7	-8.9	-0.5	-7.8	1.8	4.2	95.0	-11.7	0.8	-2.4
28	O=C(N=Nc1c(O)[nH]c2ccccc12)c1cc(-c2cccs2)[nH]n1	-0.5	-2.0	-0.5	5.3	6.0	10.0	98.0	14.3	-2.3	2.2
29	COc1cccc(CNS(=O)(=O)c2cn(C)cn2)c1	1.7	-7.4	4.3	-23.0	2.1	-7.9	8.0*	-3.9	5.3	0.1
30	COC(=O)c1cc(S(=O)(=O)NCc2ccc3c(c2)OCO3)c[nH]1	6.0	5.8	-8.2	13.2	-2.1	2.4	97.0	-4.7	-0.7	1.6
31	NC(=O)COC(=O)c1ccc(Cl)c(S(=O)(=O)N2CCCCCC2)c1	-1.8	-0.5	7.6	-43.5	-0.9	1.5	109.0	-2.3	-8.7	0.0
32	Cc1ncc(C(O)c2ccccc2)n1Cc1ccccc1 (stereo not given)	2.2	0.5	4.8	-11.2	0.2	2.3	104.0	-0.2	-9.7	-1.1
33	CC(=O)NC(c1ccc(C)cc1)c1cc(Cl)c2cccnc2c1O (stereo not given)	-25.3	10.4	9.6	0.2	-1.4	2.7	107.0	30.0	-0.5	-10.6
34	Cc1cccc(C)c1N(CC(=O)N1CCOCC1)S(C)(=O)=O	1.7	1.6	6.4	-3.2	-0.9	-0.7	99.0	0.1	7.0	0.5
35	O=C(NCc1ccccc1Cl)NCc1ccccc1Cl	4.1	10.1	-6.3	-9.1	3.3	7.9	95.0	-0.2	5.4	0.0
36	CCOc1ccc(N(Cc2cc3ccc(C)cc3[nH]c2=O)S(=O)(=O)c2ccccc2)cc1	-1.9	6.2	-7.3	-3.8	1.4	-10.4	99.0	-5.3	2.6	11.4
37	COc1ccc2sc(-c3ccccc3OC)c(-c3ccc(OC)c(F)c3)c2c1	-4.2	4.1	4.4	-19.2	-2.5	3.2	98.0	-2.1	-10.2	-2.4
38	Cc1c(Br)c([N+](=O)[O-])nn1CC(=O)Nc1c(C)n(C)n(-c2ccccc2)c1=O	-2.6	-4.5	-5.8	7.9	-2.0	5.4	101.0	2.6	3.2	1.1
39	Cn1cc(S(=O)(=O)N2CCc3ccccc32)cc1C(=O)NC1CCCCC1	3.0	3.7	4.5	-16.3	0.7	-4.5	102.0	-5.3	-5.6	-0.4
40	N=C1C(c2nc3ccccc3[nH]2)=C(O)CN1C1CCCCC1	-6.4	-1.6	-5.6	-80.7	-0.5	15.8	101.0	-8.7	5.0	-1.0
41	Cc1nc(-c2ccc(Cl)cc2)sc1C1(C)CC(c2cccc(Cl)c2)=NO1 (stereo not given)	1.7	-4.5	2.5	-2.4	-0.1	0.8	100.0	0.1	0.0	0.4
42	CN(Cc1ccccc1)C(=O)Cn1c(=O)c2cccn2c2cccnc21	1.4	1.6	-9.7	-16.9	-1.0	18.1	96.0	3.7	-1.6	-1.9
43	O=C(NCCNC(=O)c1cc(OCC(F)(F)F)ccc1OCC(F)(F)F)Nc1cccc(C(F)(F)F)c1	-0.6	-8.2	3.1	-15.4	0.8	10.7	94.0	-14.4	-10.8	-3.3
44	Cc1cc(C)c(N=Cc2c(O)c3ccccc3oc2=O)c(C)c1	-0.1	-4.4	-0.9	3.5	-1.1	2.2	99.0	4.0	6.3	0.0
45	CCN(CC)CP(=O)(c1ccccc1)c1ccccc1	0.9	-6.4	0.6	-1.8	-0.3	6.8	90.0	15.0	8.9	0.8
46	CCOc1cccc(C(=O)Nc2nc(-c3ccc(S(=O)(=O)N4CCOCC4)cc3)cs2)c1	5.6	-3.7	1.1	21.7	-2.1	5.0	90.0	6.9	-2.8	-3.1
47	CCCOc1ccc(-c2csc(NC(=O)CN3C(=O)CCC3=O)n2)cc1	4.3	5.5	-2.7	-16.3	-2.1	0.9	110.0	4.0	-2.9	-0.1
48	Cc1cccc(C)c1NC(=O)C(c1cccc([N+](=O)[O-])c1)N(C)C(=O)c1ccccn1 (stereo not given)	-5.6	5.8	-8.6	-13.8	-2.6	10.0	95.0	2.6	-3.2	1.2
49	CC(C)C[C@@H](COCc1cccc(Cl)c1)N1CCN(C(=O)c2ccc(C(F)(F)F)cc2)CCC1=O	2.3	/	-9.7	20.0	/	/	94.0	/	1.5	/
50	O=C(Nc1nnc(S(=O)(=O)N2CCCCCC2)s1)c1ccccc1Cl	1.9	4.1	-2.8	-11.4	-0.7	-2.3	100.0	-7.3	-5.4	0.0
51	O=C(CP(=O)(c1ccccc1)c1ccccc1)Nc1nc2ccc(Cl)cc2s1	-5.5	8.3	2.9	18.2	3.5	18.8	103.0	-3.4	-2.3	2.8
